SUMO Mot1 rescue – SUMOylation pathway inhibition by Mot1-301 growth rescue; S. cerevisiae Mot1-301 growth rescue, ATP luminescence, 38.5C; percent above DMSO median, 100 means doubled; growth rescue, % at 18.8 µM; 320,000 compounds, 1% hits; AID 2716;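 active means every valid replicate shows activation above 250% relative to neutral control wells; inactive means the rest, any valid replicate at or below 250%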;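 further: OY570 slx delta 5 strain wells were the positive control but not used for scaling; some compounds called inactive have numbers as strong as hits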
Pemphigus Ab inh – inhibitors of pemphigus antibody binding to human desmoglein-3; P32926; DSG3-coupled beads, scFv-anti-DSG3-GFP binding, flow cytometry; hits give low values; 310,000 compounds, 0.48% hits; binding (percent of control), % at 10 µM;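 active means binding more than 3 SD below its plate's average and above zero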;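 further: hits lower antibody fragment binding to DSG3; some compounds called inactive have numbers as strong as hits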
Target sequence (P32926 whole entry, looked up, the tested form may be a part): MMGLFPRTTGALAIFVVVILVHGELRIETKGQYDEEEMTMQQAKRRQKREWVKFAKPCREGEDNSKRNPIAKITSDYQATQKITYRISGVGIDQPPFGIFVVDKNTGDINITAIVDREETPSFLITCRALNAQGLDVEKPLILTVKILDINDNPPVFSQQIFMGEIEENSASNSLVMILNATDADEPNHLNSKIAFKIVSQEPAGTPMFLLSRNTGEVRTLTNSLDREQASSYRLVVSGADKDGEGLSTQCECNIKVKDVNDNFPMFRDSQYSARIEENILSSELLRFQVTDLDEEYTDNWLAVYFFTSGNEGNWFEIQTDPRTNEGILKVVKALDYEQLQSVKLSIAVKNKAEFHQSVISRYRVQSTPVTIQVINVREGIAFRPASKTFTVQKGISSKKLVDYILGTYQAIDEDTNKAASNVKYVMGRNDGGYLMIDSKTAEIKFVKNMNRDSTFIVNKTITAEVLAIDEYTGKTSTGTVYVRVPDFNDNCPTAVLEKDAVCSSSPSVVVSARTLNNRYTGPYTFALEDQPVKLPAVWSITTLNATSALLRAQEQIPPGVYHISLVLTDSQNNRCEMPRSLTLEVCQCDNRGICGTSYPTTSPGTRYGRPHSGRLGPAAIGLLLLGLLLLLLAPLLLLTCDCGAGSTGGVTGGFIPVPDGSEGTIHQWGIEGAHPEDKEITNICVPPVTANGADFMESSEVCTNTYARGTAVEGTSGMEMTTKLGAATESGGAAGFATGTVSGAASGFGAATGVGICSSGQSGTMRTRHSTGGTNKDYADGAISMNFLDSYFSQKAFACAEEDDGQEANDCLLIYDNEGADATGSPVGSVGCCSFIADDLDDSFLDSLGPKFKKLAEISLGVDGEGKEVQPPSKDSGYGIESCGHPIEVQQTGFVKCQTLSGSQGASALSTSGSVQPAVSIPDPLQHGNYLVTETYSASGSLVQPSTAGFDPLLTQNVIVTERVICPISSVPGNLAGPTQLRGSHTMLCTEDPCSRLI
PKA-R1A activ – PKA-R1A complex activation | P00514+P68181 | PKA-R1A dissociation, Cy5-IP20 fluorescence polarization; scaled: DMSO 0%, 113 µM cGMP 100% | activation, % at 11.4 µM | 340,000 compounds, 0.083% hits | AID 504707;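 active means percent activation above the mean of all tested compounds plus 3 SD, cut at about 19% in these data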;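 further: higher means more PKAc released from R1A so a rise in polarization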
Tat export inh – inhibitors of E. coli Tat protein transport | E. coli MC4100 TorA-mCherry Tat export, fluorescence | inhibition, % at 10 µM | 340,000 compounds, 0.036% hits | AID 488895;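 active means mean replicate inhibition at least 50% and at least half of replicates individually reaching 50%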;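 further: exported cargo escapes ClpAP degradation while cytoplasmic cargo is degraded and loses fluorescence; 0% = median of neutral control wells and 100% = median of NaSCN control wells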
phage Ecoli inh – E. coli growth loss with phage present | 360,000 compounds, 0.26% hits | growth absorbance | AID 651602 | inhibition, % at 11.9 µM; in the data active means inhibition above about 11%
OPRM1-OPRD1 inv – inverse agonists of human mu-delta opioid receptor heterodimerization. P35372+P41143. 340,000 compounds, 0.21% hits. cell-based MOR-DOR heterodimer luminescence, inverse agonism. inhibition, % at 9.3 µM; in the data active means inhibition above about 22%, passing the limit was not always enough;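 further: 0% = cells with DMSO and 100% = wells without cells with DMSO; values of inactives mirror those of a sister screen read the other way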
Ecoli viability – counter-screen for AddAB inhibitors: E. coli growth inhibition. E. coli V3065 growth, OD600 absorbance, 18 h. inhibition, % at 11.9 µM. 330,000 compounds, 0.27% hits;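 active means inhibition above the campaign's mean inhibition across all tested compounds plus 3 SD, cut at about 9.9% in these data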;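 further: uninfected addAB+ strain grown without phage in ampicillin broth; 0% = DMSO wells and 100% = ciprofloxacin 0.95 µg/ml wells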
PfHsp90 set2 – inhibits growth of yeast expressing Plasmodium falciparum Hsp90 | S. cerevisiae expressing PfHsp90, BacTiter-Glo ATP, 48 h; yeast lacking PDR1 and PDR3 efflux regulators | inhibition, % at 9.4 µM | 310,000 compounds, 0.32% hits;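 active means every replicate shows inhibition above about 80%, whatever the replicate mean, limit read from the data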;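 further: 0% = DMSO neutral controls and 100% = 20 µM radicicol positive controls; yeast relying on Plasmodium falciparum Hsp90 in place of its own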
Arrestin-AP2 inh – inhibitors of human beta-arrestin and AP2 interaction; FITC-arrestin peptide / GST-AP2 beads, flow cytometry; AP2 beta2 appendage carries R879A mutation; inhibition, % at 10 µM; 340,000 compounds, 0.31% hits; AID 504490;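 active means inhibition above a set limit, near 3 SD of compounds lacking own fluorescence, cut at about 54% in these data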;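 further: plate controls were DMSO wells for no effect and 5 µM unlabelled arrestin peptide for full effect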
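Measured by: flow cytometry, FL1 (488/535 nm); Material: AP2 appendage R879A on GSH beads; Evaluation: percent response; Timing: pre-incubation 12 min, peptide binding 1 h, room temperature; Also added: 50 nM FITC-arrestin peptide; Medium: PBS with 0.05% Tween 20 and 0.1% BSA.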
MOR-DOR ag – agonists of human mu-delta opioid receptor heterodimerization | P35372+P41143 | cells, OPRM1-OPRD1 heterodimerization, luminescence | activation, % at 9.3 µM | 340,000 compounds, 0.3% hits | AID 504326; in the data active means activation above about 18%;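 further: 0% = vehicle-treated cells and 100% = reference agonist; values of inactives mirror those of a sister screen read the other way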
AddAB inh – less growth of phage-infected E. coli with AddAB. inhibition, % at 11.9 µM. AID 435030. E. coli expressing H. pylori AddAB, absorbance growth. 330,000 compounds, 0.29% hits; in the data active means inhibition above about 12%;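 further: 0% = vehicle wells of infected cells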
The depositor's hits bear a star. Random draw from the library (roughly 2.8% active in at least one column).

The first 2 compounds, ahead of the listing:
What do the screens show for `Cc1cc(C)c(C)c(S(=O)(=O)Nc2ccccc2N2CCOCC2)c1C`?
SUMO Mot1 rescue: 9; Pemphigus Ab inh: 100; PKA-R1A activ: -4; Tat export inh: 5; phage Ecoli inh: 0.0; OPRM1-OPRD1 inv: -2; Ecoli viability: 1.6; PfHsp90 set2: 12; Arrestin-AP2 inh: 3; MOR-DOR ag: 0.6; AddAB inh: 0.5

How did Cc1ccc(NC(=O)c2oc3ccccc3c2NC(=O)C2CCCO2)cc1C (stereo unspecified) do in these assays?
SUMO Mot1 rescue: 12; Pemphigus Ab inh: 104; PKA-R1A activ: 4; Tat export inh: 14; phage Ecoli inh: -1.5; OPRM1-OPRD1 inv: 0; Ecoli viability: 1.3; PfHsp90 set2: 22; Arrestin-AP2 inh: 2; MOR-DOR ag: -0.1; AddAB inh: 0.2

Results, from the start:
What do the screens show for `Cc1cc(C)c(C)c(S(=O)(=O)Nc2ccccc2N2CCOCC2)c1C`?
SUMO Mot1 rescue: 9; Pemphigus Ab inh: 100; PKA-R1A activ: -4; Tat export inh: 5; phage Ecoli inh: 0.0; OPRM1-OPRD1 inv: -2; Ecoli viability: 1.6; PfHsp90 set2: 12; Arrestin-AP2 inh: 3; MOR-DOR ag: 0.6; AddAB inh: 0.5

How did Cc1ccc(NC(=O)c2oc3ccccc3c2NC(=O)C2CCCO2)cc1C (stereo unspecified) do in these assays?
SUMO Mot1 rescue: 12; Pemphigus Ab inh: 104; PKA-R1A activ: 4; Tat export inh: 14; phage Ecoli inh: -1.5; OPRM1-OPRD1 inv: 0; Ecoli viability: 1.3; PfHsp90 set2: 22; Arrestin-AP2 inh: 2; MOR-DOR ag: -0.1; AddAB inh: 0.2

Results for O=C(NCC(=O)N1CCN(C/C=C/c2ccccc2)CC1)c1ccc(OC(F)F)cc1 ?
SUMO Mot1 rescue: 0; PKA-R1A activ: -11; Tat export inh: 1; phage Ecoli inh: 0.1; OPRM1-OPRD1 inv: -6; Ecoli viability: -0.7; PfHsp90 set2: -16; Arrestin-AP2 inh: 7; MOR-DOR ag: 1.5; AddAB inh: 3.0

What do the screens show for `O=C(O)/C=C/c1cn(-c2ccccc2)nc1-c1cccc([N+](=O)[O-])c1`?
SUMO Mot1 rescue: 11; Pemphigus Ab inh: 97; PKA-R1A activ: 9; Tat export inh: 3; phage Ecoli inh: 0.4; OPRM1-OPRD1 inv: 11; Ecoli viability: -1.8; PfHsp90 set2: -12; Arrestin-AP2 inh: -4; MOR-DOR ag: -2.1; AddAB inh: 2.5

Results for NC(=O)Cc1nc(-c2ccccc2)cs1 ?
SUMO Mot1 rescue: 4; Pemphigus Ab inh: 99; PKA-R1A activ: 0; Tat export inh: -2; phage Ecoli inh: 5.2; OPRM1-OPRD1 inv: 3; Ecoli viability: -0.3; PfHsp90 set2: 8; Arrestin-AP2 inh: 6; MOR-DOR ag: -0.6; AddAB inh: 0.2

Results for CSc1nc(=S)n(-c2cc(C)ccc2C)c(C)c1C(C)=O ?
SUMO Mot1 rescue: -19; Pemphigus Ab inh: 98; PKA-R1A activ: -13; Tat export inh: -2; phage Ecoli inh: 1.0; OPRM1-OPRD1 inv: 13; Ecoli viability: -0.5; PfHsp90 set2: -15; Arrestin-AP2 inh: 5; MOR-DOR ag: -2.8; AddAB inh: -0.7

How did COc1ccc(-c2csc(NC(=O)Cc3ccccc3F)n2)c(OC)c1 do in these assays?
SUMO Mot1 rescue: 1; Pemphigus Ab inh: 99; PKA-R1A activ: -3; Tat export inh: 0; phage Ecoli inh: -0.2; OPRM1-OPRD1 inv: 4; Ecoli viability: 1.6; PfHsp90 set2: -5; Arrestin-AP2 inh: 28; MOR-DOR ag: -0.7; AddAB inh: 3.6

How did CCN(CC)S(=O)(=O)c1ccc(Cl)c(NC(=O)c2ccc(C#N)cc2)c1 do in these assays?
SUMO Mot1 rescue: 265; Pemphigus Ab inh: 104; PKA-R1A activ: -12; Tat export inh: 1; phage Ecoli inh: -1.2; OPRM1-OPRD1 inv: 4; Ecoli viability: -3.9; PfHsp90 set2: 3; Arrestin-AP2 inh: 6; MOR-DOR ag: -0.7; AddAB inh: 1.9

What do the screens show for `COc1ccc(C(=O)CSc2nnc(NC(=O)C3CC(=O)N(c4cccc(OC)c4)C3)s2)cc1` (stereo unspecified)?
SUMO Mot1 rescue: 11; Pemphigus Ab inh: 94; PKA-R1A activ: -6; Tat export inh: 5; phage Ecoli inh: 1.6; OPRM1-OPRD1 inv: 3; Ecoli viability: -2.8; PfHsp90 set2: 6; Arrestin-AP2 inh: 8; MOR-DOR ag: -0.5; AddAB inh: -0.7

How did COc1ccccc1N(C(=O)c1ccco1)C(C(=O)NC1CCCCC1)c1cc(OC)c(OC)c(OC)c1 (stereo unspecified) do in these assays?
SUMO Mot1 rescue: -4; Pemphigus Ab inh: 100; PKA-R1A activ: -7; Tat export inh: 8; phage Ecoli inh: -1.6; OPRM1-OPRD1 inv: 9; Ecoli viability: -0.1; PfHsp90 set2: -10; Arrestin-AP2 inh: 21; MOR-DOR ag: -1.3; AddAB inh: -0.9

Results for COc1ccc(-c2cc(C(=O)NCc3ccco3)c3ccccc3n2)cc1OC ?
SUMO Mot1 rescue: 1; Pemphigus Ab inh: 116; PKA-R1A activ: -2; Tat export inh: 3; phage Ecoli inh: 2.2; OPRM1-OPRD1 inv: 7; Ecoli viability: -2.1; PfHsp90 set2: -3; Arrestin-AP2 inh: -10; MOR-DOR ag: -1.4; AddAB inh: -0.8

How did CC1(C)CC(NC(=O)C2CCC(=O)N(C3CC3)C2)CC(C)(C)C1 (stereo unspecified) do in these assays?
SUMO Mot1 rescue: 14; PKA-R1A activ: 0; Tat export inh: -1; phage Ecoli inh: 0.6; OPRM1-OPRD1 inv: 16; Ecoli viability: -0.4; PfHsp90 set2: 4; Arrestin-AP2 inh: 4; MOR-DOR ag: -3.1; AddAB inh: -0.6

Results for Nc1ncc(Br)cc1S(=O)(=O)N1CCCCCC1 ?
SUMO Mot1 rescue: 16; Pemphigus Ab inh: 100; PKA-R1A activ: -1; Tat export inh: -5; phage Ecoli inh: 2.0; OPRM1-OPRD1 inv: 4; Ecoli viability: 0.0; PfHsp90 set2: 15; Arrestin-AP2 inh: 7; MOR-DOR ag: -0.7; AddAB inh: 3.4

Results for O=C(Nc1ccc(Cl)c([N+](=O)[O-])c1)c1ccco1 ?
SUMO Mot1 rescue: -3; Pemphigus Ab inh: 118; PKA-R1A activ: 6; Tat export inh: -6; phage Ecoli inh: 1.4; OPRM1-OPRD1 inv: 1; Ecoli viability: -1.0; PfHsp90 set2: -9; Arrestin-AP2 inh: 1; MOR-DOR ag: -0.2; AddAB inh: 4.2

What do the screens show for `Cc1csc(NC(=O)c2ccc3nc[nH]c3c2)n1`?
SUMO Mot1 rescue: -14; Pemphigus Ab inh: 104; PKA-R1A activ: 11; Tat export inh: 2; phage Ecoli inh: 0.3; OPRM1-OPRD1 inv: 4; Ecoli viability: 0.1; PfHsp90 set2: 19; Arrestin-AP2 inh: -5; MOR-DOR ag: -0.8; AddAB inh: 5.5

Results for CC1CN(CCOc2ccccc2-c2ccccc2)CC(C)O1 (stereo unspecified) ?
SUMO Mot1 rescue: -3; Pemphigus Ab inh: 95; PKA-R1A activ: -6; Tat export inh: 7; phage Ecoli inh: 0.8; OPRM1-OPRD1 inv: 0; Ecoli viability: -1.7; PfHsp90 set2: 12; Arrestin-AP2 inh: 23; MOR-DOR ag: 0.0; AddAB inh: 0.1

What do the screens show for `O=C(CC(=O)Nc1ccccc1[N+](=O)[O-])Nc1ccccc1[N+](=O)[O-]`?
SUMO Mot1 rescue: -5; Pemphigus Ab inh: 127; PKA-R1A activ: -10; Tat export inh: 2; phage Ecoli inh: 4.7; OPRM1-OPRD1 inv: 17; Ecoli viability: 0.3; PfHsp90 set2: -11; Arrestin-AP2 inh: -3; MOR-DOR ag: -3.6; AddAB inh: -1.0

How did COc1cc(OC)cc(-c2nnc(Nc3nc4c(F)cccc4s3)o2)c1 do in these assays?
SUMO Mot1 rescue: 1; Pemphigus Ab inh: 96; PKA-R1A activ: -1; Tat export inh: -11; phage Ecoli inh: -1.7; OPRM1-OPRD1 inv: -18; Ecoli viability: -1.1; PfHsp90 set2: 6; Arrestin-AP2 inh: -5; MOR-DOR ag: 2.8; AddAB inh: -2.6

What do the screens show for `Cc1ccc(-c2nnn(CC(=O)N(CC(=O)NC3CCCCC3)c3ccccc3F)n2)o1`?
Pemphigus Ab inh: 101; PKA-R1A activ: 5; Tat export inh: 1; phage Ecoli inh: 3.0; OPRM1-OPRD1 inv: 4; PfHsp90 set2: -21; Arrestin-AP2 inh: 2; MOR-DOR ag: -0.7

What do the screens show for `CC(C)C(C(=O)N1CCOCC1)N1C(=O)c2ccccc2C1=O` (stereo unspecified)?
SUMO Mot1 rescue: -11; Pemphigus Ab inh: 97; PKA-R1A activ: -11; Tat export inh: 3; phage Ecoli inh: -0.3; OPRM1-OPRD1 inv: 18; Ecoli viability: -0.6; PfHsp90 set2: 0; Arrestin-AP2 inh: 4; MOR-DOR ag: -3.2; AddAB inh: 0.3

How did COCCC(=O)N1CCc2ccc(NC(=O)c3ccc(C(F)(F)F)cc3)cc2C1 do in these assays?
SUMO Mot1 rescue: -10; Pemphigus Ab inh: 96; PKA-R1A activ: -2; Tat export inh: -7; phage Ecoli inh: 3.9; OPRM1-OPRD1 inv: 3; Ecoli viability: 1.9; PfHsp90 set2: -2; Arrestin-AP2 inh: -2; MOR-DOR ag: -0.6; AddAB inh: 2.7

What do the screens show for `CCOc1ccc2ncc(C(=O)c3ccc(OC)cc3)c(N3CCN(CC)CC3)c2c1`?
SUMO Mot1 rescue: 40; Pemphigus Ab inh: 105; PKA-R1A activ: -5; Tat export inh: -8; OPRM1-OPRD1 inv: -8; Ecoli viability: 1.4; PfHsp90 set2: 10; Arrestin-AP2 inh: 9; MOR-DOR ag: 1.6; AddAB inh: 3.8

How did Cc1cccc(NC(=S)N=Nc2c(O)[nH]c3ccccc23)c1 do in these assays?
Pemphigus Ab inh: 98; PKA-R1A activ: 4; Tat export inh: -1; phage Ecoli inh: -1.4; OPRM1-OPRD1 inv: 10; Ecoli viability: -1.4; PfHsp90 set2: -51; Arrestin-AP2 inh: 9; MOR-DOR ag: -1.9; AddAB inh: -1.4

Results for CC(C)(C)OC(=O)NNC(=O)NC12CC3CC(CC(C3)C1)C2 ?
Pemphigus Ab inh: 107; PKA-R1A activ: -14; Tat export inh: 5; phage Ecoli inh: 3.5; OPRM1-OPRD1 inv: 13; Ecoli viability: 2.4; PfHsp90 set2: -4; Arrestin-AP2 inh: 1; MOR-DOR ag: -2.7; AddAB inh: -1.4

Screening results deposited in PubChem by several laboratories.
